# High-throughput results: PubChem, several laboratories
# M18AAP inhibitor: PfM18AAP enzyme inhibition | recombinant PfM18AAP, H-Glu-NHMec fluorogenic cleavage | inhibition, % at 7.35 µM | hit rate 1.2% among 290,000;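 active = inhibition above the campaign mean inhibition over all tested compounds plus 3 SD, cut at about 28% in these data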;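 note: 0% = plate median of test compound wells and 100% = 2 mM ZnCl2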
# NALP1 inh: inhibitors of NALP1 inflammasome in yeast | S. cerevisiae NALP1/ASC/caspase-1 growth, X-gal OD620, 72 h | inhibition, % at 10 µM | hit rate 0.61% among 280,000 | AID 2071; in the data active = inhibition mostly above about 24%, no sharp cut-off; inactive = mostly below about 32%; note: some compounds called inactive have numbers as strong as hits
# GPR7 antag: human neuropeptides B/W receptor 1 antagonism | inhibition, % at 4.4 µM | GPR7-expressing cells, fluorescence antagonist assay | P48145 | hit rate 1.1% among 290,000; in the data active = inhibition above about 16%, passing the limit was not always enough;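 note: cells stimulated with the agonist NPW; 0% = agonist with vehicle and 100% = vehicle without agonist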
# IDE cell inh: inhibitors of human insulin-degrading enzyme in cells. P14735. HEK cells, FAbetaB cleavage, fluorescence polarization. inhibition, % at 5.59 µM. hit rate 0.41% among 320,000. AID 434962;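 active = percent inhibition above the average of all tested compounds plus 3 SD, set per screening campaign, cut at about 16% in these data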;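 note: IDE supplied by intact live HEK cells; FP after avidin binding of uncleaved biotin substrate so inhibition keeps polarization high; 0% = DMSO wells and 100% = 60 µM reference IDE inhibitor Ii1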
# p-CIP stab down: compounds decreasing mouse p/CIP protein stability | Q05BA5 | decrease of EGFP signal, % at 10 µM | AID 1984 | hit rate 0.01% among 290,000 | F442A p/CIP-EGFP cells, EGFP fluorescence, 16 h;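 active = EGFP signal decrease of at least 30% at 10 µM or well 3 SD below plate mean, unless failing retest; inactive = the rest, including hits failing retest or dose response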; note: some compounds called inactive have numbers as strong as hits; many of its hits are not listed in these tables
# Target sequence (Q05BA5 1-1403): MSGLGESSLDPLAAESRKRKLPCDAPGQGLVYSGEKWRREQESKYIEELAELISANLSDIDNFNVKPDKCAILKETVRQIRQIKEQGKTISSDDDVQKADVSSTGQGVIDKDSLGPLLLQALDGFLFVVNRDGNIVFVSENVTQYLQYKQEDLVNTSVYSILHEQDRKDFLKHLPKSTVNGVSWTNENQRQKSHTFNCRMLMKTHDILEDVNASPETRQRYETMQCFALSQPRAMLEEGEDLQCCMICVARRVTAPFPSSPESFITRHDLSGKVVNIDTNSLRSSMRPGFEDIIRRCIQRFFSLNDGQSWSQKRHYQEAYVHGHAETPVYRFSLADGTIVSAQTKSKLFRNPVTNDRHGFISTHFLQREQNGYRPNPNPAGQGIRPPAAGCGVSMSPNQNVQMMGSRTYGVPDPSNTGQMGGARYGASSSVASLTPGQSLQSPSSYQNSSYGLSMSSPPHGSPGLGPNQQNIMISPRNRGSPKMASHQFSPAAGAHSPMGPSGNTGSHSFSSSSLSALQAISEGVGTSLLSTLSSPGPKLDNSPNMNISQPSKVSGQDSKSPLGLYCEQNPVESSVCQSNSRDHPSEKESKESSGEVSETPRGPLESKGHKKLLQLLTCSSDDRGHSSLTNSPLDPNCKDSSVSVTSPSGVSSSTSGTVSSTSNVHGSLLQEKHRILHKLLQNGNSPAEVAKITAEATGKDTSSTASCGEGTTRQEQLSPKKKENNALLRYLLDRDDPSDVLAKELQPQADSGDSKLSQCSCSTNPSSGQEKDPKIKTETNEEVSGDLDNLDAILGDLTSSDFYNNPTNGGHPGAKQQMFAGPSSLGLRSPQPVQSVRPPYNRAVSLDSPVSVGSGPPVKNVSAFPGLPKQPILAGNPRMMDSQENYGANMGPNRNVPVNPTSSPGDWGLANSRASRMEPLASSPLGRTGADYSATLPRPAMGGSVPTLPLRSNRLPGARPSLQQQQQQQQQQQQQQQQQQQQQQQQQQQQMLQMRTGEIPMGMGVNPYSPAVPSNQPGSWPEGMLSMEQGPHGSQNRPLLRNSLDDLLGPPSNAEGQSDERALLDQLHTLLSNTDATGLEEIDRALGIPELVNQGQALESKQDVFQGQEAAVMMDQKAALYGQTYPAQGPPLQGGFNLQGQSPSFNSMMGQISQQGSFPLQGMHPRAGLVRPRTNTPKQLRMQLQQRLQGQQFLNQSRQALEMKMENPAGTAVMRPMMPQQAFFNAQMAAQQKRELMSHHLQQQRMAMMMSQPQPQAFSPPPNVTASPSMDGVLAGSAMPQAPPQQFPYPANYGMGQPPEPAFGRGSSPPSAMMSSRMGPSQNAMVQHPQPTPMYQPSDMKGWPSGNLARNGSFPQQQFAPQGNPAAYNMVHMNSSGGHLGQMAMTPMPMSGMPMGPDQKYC
# IDE act: boosts human insulin-degrading enzyme activity in HEK cells | hit rate 0.073% among 340,000 | activation, % at 5.96 µM | FAbeta-B cleavage, fluorescence polarization; 0% vehicle, 100% cell-free pure enzyme wells | P14735;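 active = activation above the mean of all tested compounds plus 3 SD, set per screening campaign, cut at about 17% in these data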
# PHOSPHO1 block: PHOSPHO1 (human) inhibition; Q8TCT1; recombinant PHOSPHO1, absorbance phosphatase assay; inhibition, % at 13.3 µM; hit rate 1.1% among 290,000; AID 1565; in the data active = inhibition above about 60%
# VIM-2 inh: blocks Pseudomonas aeruginosa VIM-2 metallo-beta-lactamase; purified VIM-2, nitrocefin hydrolysis, epi-absorbance fluorescence; hit rate 0.89% among 290,000; inhibition, % at 5.6 µM; AID 1527;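 active = inhibition above the mean of all tested compounds plus 3 SD, cutoff set per screening run, cut at about 7.5% in these data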;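 note: red hydrolysis product quenches plate fluorescence so inhibitors raise well fluorescence; 0% = enzyme with DMSO and 100% = DMSO without enzyme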
# IMP-1 inh: blocks Pseudomonas aeruginosa IMP-1 metallo-beta-lactamase | purified IMP-1, nitrocefin hydrolysis, epi-absorbance fluorescence | inhibition, % at 5.6 µM | hit rate 0.45% among 290,000 | AID 1556;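 active = inhibition above the mean plus 3 SD of all compounds in the same screening run, cut at about 4.5% in these data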;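 note: 0% = IMP-1 with DMSO and 100% = DMSO wells lacking enzyme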
#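 Assay system: purified IMP-1; Quantity: IMP-1 0.2 nM before substrate addition; Medium: HEPES buffer pH 7.1 with ZnSO4 and Brij 35; Incubation: 15 min enzyme–compound preincubation, then 25 min nitrocefin reaction, 25 °C; Signal: fluorescence quenching readout, ex 480/em 530 nm; Controls: DMSO with and without IMP-1; Repeats: singlicate testing.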
# * hit, by the source's call; x = no result given.
SMILES,M18AAP inhibitor,NALP1 inh,GPR7 antag,IDE cell inh,p-CIP stab down,IDE act,PHOSPHO1 block,VIM-2 inh,IMP-1 inh
CCOC(=O)c1c(C)[nH]c(C(=O)COC(=O)c2ccc(O)cc2O)c1C,-11,8,19,3,1,-15,18,-1.6,-1.1
CCn1ncc([N+](=O)[O-])c1C(=O)Nc1c(C)cccc1C,2,-4,3,x,3,-1,-6,-0.1,-0.2
O=C(CNS(=O)(=O)c1ccccc1)NCC(=O)OCc1ccc(C(=O)c2ccccc2)cc1,5,33,-7,-4,-1,0,-7,-3.7,-1.1
Cc1ccc(-c2nnc(NC3CCCCC3)c3ccccc23)cc1S(=O)(=O)N1CCN(C)CC1,-11,5,-9,0,-7,0,9,3.4,-0.5
COc1ccc(C(=S)N2CCOCC2)cc1OS(=O)(=O)c1ccccc1[N+](=O)[O-],-2,12,0,-2,5,3,-9,1.8,-0.5
Cc1cc(C)nc(NC2=NCC(=O)N2CCc2c[nH]c3ccccc23)n1,3,-4,-23,5,7,-2,-5,-3.4,-5.9
Cn1ncc2c(NNC(=O)c3ccccc3Cl)ncnc21,12,12,-9,3,-6,6,6,-3.3,-3.5
Cc1cc(/C(O)=C2\C(=O)C(=O)N(CCN(C)C)C2c2ccncc2)ccc1OCc1ccccc1 (stereo unspecified),3,30,-8,2,6,4,-1,-4.2,-2.8
Cc1cc(NC(=O)CCC(=O)N(Cc2cccs2)C(C)(C)C(=O)NC2CCCCC2)no1,0,6,-7,1,-4,1,28,-2.8,1.0
CNC(=S)/N=C(\Nc1ccc(C)cc1)c1ccccc1,30*,x,-8,7,5,x,-6,-2.1,-1.9
Cc1ccc(NC(=O)c2ccccc2Cl)cc1-n1cnnn1,0,6,-7,3,-14,-4,21,-1.3,-5.6
O=C(Nc1ccc(F)cc1)Nc1ccc(N2CCOCC2)c2nonc12,0,-4,-2,7,-11,-1,-7,0.5,1.0
Cc1cc(=O)[nH]c(SCc2cn3ccccc3n2)n1,-2,-7,-6,4,5,5,-58,1.1,-3.2
CCc1ccc(C2=NN(C(=O)OC)C(O)(C(F)(F)F)C2)cc1 (stereo unspecified),-3,-6,9,0,3,1,-45,-4.2,-2.7
O=C(COC(=O)Cn1cnc2ccccc2c1=O)Nc1ccccc1Sc1ccc(Cl)cc1,-1,x,-9,-4,0,-4,12,-1.8,-5.6
CCSc1nsc(NC(=O)Nc2cccc(F)c2)n1,-6,11,36*,13,-18,5,25,-1.5,-9.1
CS(=O)(=O)N1CCN(C(=O)c2ccc(Cl)s2)CC1,-6,-5,-9,3,3,0,-8,-1.3,-0.6
COc1cc2c(C(=O)Nc3ccccc3F)cn(C)c(=O)c2cc1OC,0,-5,-13,8,-11,-11,42,-1.6,-4.4
Cc1ccc2c(c1)n([O-])c1c([n+]2=O)CCCC1,5,2,-14,1,-13,-1,22,-1.7,-2.5
COCCN(C(=O)CSc1nnc(-c2ccccc2F)n1C)c1c(N)n(Cc2ccccc2)c(=O)[nH]c1=O,-3,16,6,0,17,1,23,0.8,-2.3
Cc1ccc(CN2CC(C(=O)Nc3ccc(S(=O)(=O)Nc4cc(C)nc(C)n4)cc3)CC2=O)cc1 (stereo unspecified),7,6,-2,-1,8,8,10,-1.4,-1.7
Cc1cc(Cl)c(S(=O)(=O)NCCC(=O)O)cc1OCC(N)=O,2,9,-15,2,6,-1,16,-4.9,-4.9
CCCCNC(=O)c1ccccc1NS(=O)(=O)c1ccc2c(c1)OCCO2,-3,17,-9,-1,-4,6,21,-2.9,-1.8
O=C(Nc1cccnc1)c1cc(-c2ccc(Br)cc2)nc2ccccc12,0,22,-19,4,-12,0,24,1.1,-1.9
CCc1n[nH]c(=S)n1/N=C/c1ccccc1OCc1ccc(Cl)cc1,10,4,3,4,7,2,-57,-4.6,-2.4
# (continued)
SMILES,M18AAP inhibitor,NALP1 inh,GPR7 antag,IDE cell inh,p-CIP stab down,IDE act,PHOSPHO1 block,VIM-2 inh,IMP-1 inh
Cc1ccc(Sc2nc3ccc(C)cn3c(=O)c2/C=N/O)cc1,-2,4,0,1,-5,0,11,-4.6,-2.7
CS(=O)(=O)N1CC(C(=O)NC2CC2)Oc2ccc(Cl)cc21 (stereo unspecified),11,6,15,3,5,5,8,1.4,0.1
COc1cc(NC(=S)N2CCN(S(=O)(=O)c3ccc(F)cc3)CC2)cc(OC)c1,4,16,11,x,10,2,26,-2.1,-1.9
Cc1cc(=O)[nH]c(SCc2csc(-c3ccccc3)n2)n1,-5,24,-5,-2,6,-3,23,1.6,-2.0
Cc1c2cnn(CC(=O)Nc3c(F)c(F)cc(F)c3F)c(=O)c2c(C)n1Cc1ccc(F)cc1,2,19,-10,-1,0,x,-84,-6.5,-0.9
CC(=O)c1cc(C)ccc1OC(=O)CN1C(=O)c2ccccc2C1=O,-7,6,0,x,-8,3,x,1.8,-0.4
CCS(=O)(=O)N1CCC(C(=O)NC2CCCCC2)CC1,2,7,-12,0,-3,2,-3,-2.6,-0.2
CC(C)c1ccccc1OCC(=O)NC1CCCc2ccccc21 (stereo unspecified),-9,10,-15,6,-22,4,-19,-3.0,-4.2
Cc1ccccc1CN1CCN(Cc2cc(=O)c3ccccc3[nH]2)CC1CCO (stereo unspecified),-3,14,-8,0,2,2,19,-1.8,8.3*
C=CCn1cnc2c(c1=O)c1nc3ccccc3nc1n2/N=C/c1cc(OC)c(OC)c(OC)c1,-9,13,-2,2,-24,6,-12,-0.1,-3.3
COc1ccccc1-n1c(SCC(=O)NCC2CCCO2)nc2c([nH]c3ccccc32)c1=O (stereo unspecified),-3,14,-10,1,-7,2,32,-0.1,0.7
O=C(O)c1ccc(N2CCN(Cc3ccc4c(c3)OCO4)CC2)c([N+](=O)[O-])c1,-6,10,-6,3,-5,0,28,-1.4,-1.7
CCOC(=O)N1CCC(NC(=O)CC2C(=O)NCCN2Cc2ccccc2F)CC1 (stereo unspecified),-3,10,-5,-4,4,8,24,-0.5,-2.8
Cc1ccnc(N/C=C(/NC(=O)c2ccccc2)C(=O)NN)n1,4,-24,-8,11,-5,-4,52,-2.6,-2.6
C=CCc1cccc(CNc2nc3ccccc3n2CC)c1O,13,13,-4,1,-9,4,2,-2.2,-3.0
O=c1oc2ccccc2cc1-c1nc2ccccc2o1,6,4,7,3,-65,1,26,3.5,-0.3
COC(=O)c1cc(S(=O)(=O)N2CCN(c3ccc(C(C)=O)cc3)CC2)cn1C,-9,35,25*,-2,-7,-3,41,-1.9,-1.0
Cc1ccc2c(c1)nnn2C1CCN(C(=O)c2cccs2)CC1,-6,16,-6,0,-3,4,-14,-2.9,1.0
Cc1sc2ncnc(N(C)Cc3ccco3)c2c1C,5,10,-4,0,-14,4,14,-1.2,-3.1
CCOC(=O)C(Cc1ccccc1)C(=O)Nc1ccc(NC(=O)C(Cc2ccccc2)C(=O)OCC)cc1 (stereo unspecified),7,12,-9,1,-17,-1,1,-3.0,-1.8
COC(=O)c1ccc(NC(=O)Cn2nc(SC)n(N)c2=S)cc1,-3,18,3,8,-12,4,-26,-2.2,0.2
CCN(CC)C(=O)CCn1nc(-c2ccc(C)cc2)c2ccccc2c1=O,11,15,21,1,4,-1,11,1.9,-3.1
COCCOC(=O)c1c(C)oc2ccc(NS(=O)(=O)c3ccc(C)cc3)cc12,6,x,-22,9,-7,1,48,-0.6,-1.8
O=C(COc1ccc2ccccc2c1Br)NNC(=O)Nc1ccccc1,-5,4,-1,-2,-11,-3,-99,-3.6,-4.2
CCOC(=O)COc1ccc(C(=O)NC2CCCCC2)cc1,-2,15,-20,7,-16,1,-7,-0.1,-5.4
# Going on with the list.
SMILES,M18AAP inhibitor,NALP1 inh,GPR7 antag,IDE cell inh,p-CIP stab down,IDE act,PHOSPHO1 block,VIM-2 inh,IMP-1 inh
NS(=O)(=O)c1ccc(CCNC(=O)CCCn2ncn3c(cc4occc43)c2=O)cc1,2,14,-2,4,7,-3,17,0.9,-1.7
COc1cc2c(cc1OC)C(c1ccccc1)N(C(=O)C(C)(C)C)CC2 (stereo unspecified),-4,5,-4,x,7,4,5,-1.6,-2.3
Cc1ccc(C2CC(=O)Nc3cc4c(cc32)OCO4)o1 (stereo unspecified),-2,19,3,3,-1,3,26,-2.7,-5.0
NC(=O)c1ccc(Cc2ncc(C(F)(F)F)cc2Cl)s1,-12,28,23,-3,-11,5,10,0.3,-1.2
CC(C(=O)Nc1ccc2c(c1)OCO2)N1CCN(C)CC1 (stereo unspecified),3,-3,-11,3,0,6,-6,-3.4,-2.7
O=C1NC2(CCCC2)N=C1c1ccc(Cl)cc1,0,11,9,1,-2,-5,-2,-1.4,0.9
CC(C)N1CCN(Cc2ccc(Sc3nncn3C)o2)CC1CCO (stereo unspecified),-12,4,-4,0,-4,8,6,-1.4,-3.3
COc1ccc(CNC(=O)C2CCN(S(=O)(=O)c3cccnc3)CC2)cc1,-15,13,-8,2,-44,4,38,0.2,0.3
COCCOc1cc(-n2cccc2)c(Cl)cc1Cl,-4,-3,0,4,-1,8,-31,0.9,-0.1
COc1cc2c(cc1OC)CN(C(C)C(=O)Nc1ccc(NC(C)=O)cc1)CC2 (stereo unspecified),-5,-14,-10,-4,3,1,10,-0.2,-3.5
COC(=O)c1sc(C(=O)OC)c(C(=O)OC)c1C(=O)OC,-4,29,-6,3,3,0,-15,-6.5,-2.6
CCOC(=O)c1sc(=S)n(C)c1NC(=O)c1ccccc1Cl,2,8,-6,4,6,-2,2,-0.8,-2.3
O=C1CS/C(=N/N=C/c2ccncc2)N1,1,-7,-12,-4,-1,x,3,-2.5,-2.5
Nc1nnc(SCC(=O)OCc2ccccc2)s1,-2,20,1,2,2,-4,-1,-2.5,-2.4
O=c1c2ccccc2cnn1CCOc1cccc(Br)c1,2,2,9,4,-10,1,23,-1.7,-3.1
COc1ccc(C2SCC(=O)N2CCc2ccc(OC)c(OC)c2)cc1 (stereo unspecified),-9,-2,19,-2,-24,-1,-6,-4.6,-2.4
CCc1c(C)nc2ncnn2c1NCc1cccs1,0,28,-2,-1,-6,3,7,-0.3,-2.5
Cn1c(-c2csc(-c3cccc(C(F)(F)F)c3)n2)n[nH]c1=S,-6,-19,4,0,-8,6,4,-1.0,-5.5
CCn1c2ccccc2c2cc(NC(=O)c3cc(OC)cc(OC)c3)ccc21,0,44,-4,5,-24,3,10,-2.2,-2.0
Cc1ccc2nc(SCC(=O)Nc3ccc4sc(C)nc4c3)c(C#N)cc2c1,1,31,-7,-5,-2,2,4,-5.8,-2.5
CC1=CC(c2ccccc2)n2nc(N3C(=O)c4ccccc4C3=O)nc2N1 (stereo unspecified),-1,-1,-17,-7,-2,-5,2,-0.4,-0.9

# Among those listed so far, these have a CF3 group:
SMILES,M18AAP inhibitor,NALP1 inh,GPR7 antag,IDE cell inh,p-CIP stab down,IDE act,PHOSPHO1 block,VIM-2 inh,IMP-1 inh
CCc1ccc(C2=NN(C(=O)OC)C(O)(C(F)(F)F)C2)cc1 (stereo unspecified),-3,-6,9,0,3,1,-45,-4.2,-2.7
NC(=O)c1ccc(Cc2ncc(C(F)(F)F)cc2Cl)s1,-12,28,23,-3,-11,5,10,0.3,-1.2
Cn1c(-c2csc(-c3cccc(C(F)(F)F)c3)n2)n[nH]c1=S,-6,-19,4,0,-8,6,4,-1.0,-5.5
